Thrombin inh: blocks human thrombin protease activity; P00734; alpha-thrombin, Boc-VPR-AMC fluorogenic substrate cleavage; inhibition, % at 5 µM; hit rate 0.26% among 220,000; AID 1046;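 active means inhibition at or above 40%; inactive means inhibition below 40%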;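 further: 0% = enzyme with no compound and 100% = wells without enzyme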
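Material: human alpha-thrombin protein. Incubation: reaction at ambient temperature. Technique: fluorescence of released AMC, ex 355 nm, em 460 nm. Control set: no-compound enzyme wells and no-enzyme blanks. Also added: Boc-VPR-AMC substrate, 15 µM final. Buffer or medium: pH 7.5 Tris (50 mM) with NaCl 150 mM, Tween 20 0.05%.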
NCF1 inh: inhibitors of human p47phox binding. p47phox/p22phox peptide binding, fluorescence polarization, 2 h. inhibition, % at 24.7 µM. hit rate 0.53% among 220,000. AID 1274;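 further: 0% = p47phox with labelled peptide and 100% = labelled peptide alone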
KLK5 inh: inhibitors of human kallikrein 5; Q9Y337; hit rate 0.59% among 210,000; inhibition, % at 5 µM; recombinant hK5, fluorogenic AMC substrate cleavage;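 active means inhibition of 40% or more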;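 further: 0% = enzyme controls without compound and 100% = no-enzyme blanks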
Target sequence (Q9Y337 67-293 limits assumed): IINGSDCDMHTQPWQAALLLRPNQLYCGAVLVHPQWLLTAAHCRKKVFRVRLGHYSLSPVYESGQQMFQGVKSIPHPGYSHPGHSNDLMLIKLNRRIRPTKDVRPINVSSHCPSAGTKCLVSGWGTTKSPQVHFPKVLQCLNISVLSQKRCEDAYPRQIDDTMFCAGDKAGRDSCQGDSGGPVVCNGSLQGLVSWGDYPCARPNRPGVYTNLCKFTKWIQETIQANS
eIF4E-4G inh: blocks eIF4E binding to eIF4G; P63073+Q04637; TR-FRET eIF4E-eIF4GI(517-606) binding, 2 h; inhibition, % at 21.7 µM; hit rate 0.37% among 220,000;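 further: 0% = full FRET control wells and 100% = background wells lacking eIF4GI fragment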
Furin inh: inhibitors of human furin | P09958 | purified furin, fluorogenic substrate cleavage | inhibition, % at 30 µM | hit rate 0.061% among 220,000 | AID 463115; in the data active means inhibition above about 25%; further: inactives centre near -15
Rad51 HR inh: blocks human Rad51 in homologous recombination | hRad51 DNA strand exchange, fluorescence dequenching | Q06609 | hit rate 0.085% among 200,000 | AID 1385 | inhibition, % at 10 µM;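 active means inhibition above 40% at the single screening dose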;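 further: 0% = DMSO control wells and 100% = blanks with heterologous ssDNA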
Target sequence (Q06609 whole entry, looked up): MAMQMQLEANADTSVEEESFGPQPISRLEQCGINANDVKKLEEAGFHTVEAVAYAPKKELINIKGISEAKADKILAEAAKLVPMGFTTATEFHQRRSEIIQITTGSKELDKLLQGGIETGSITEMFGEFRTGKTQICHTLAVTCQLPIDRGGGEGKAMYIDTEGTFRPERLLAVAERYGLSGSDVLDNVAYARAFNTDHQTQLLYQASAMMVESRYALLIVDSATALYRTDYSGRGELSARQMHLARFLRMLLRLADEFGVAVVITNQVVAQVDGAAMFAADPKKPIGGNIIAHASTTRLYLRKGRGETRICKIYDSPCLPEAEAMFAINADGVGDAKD
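Assay system: Human Rad51 nucleoprotein filaments preassembled on unlabelled ssDNA | Reagent: Donor/quencher-labelled 47-bp dsDNA substrate | Doses: One concentration, 10 µM final | Times: 37 °C 15-min filament assembly, 30-min compound preincubation, 15-min exchange | Technique: Fluorescein emission 520 nm, excitation 485 nm | Benchmarks: Plate control and blank wells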
14-3-3 Bad PPI: disrupts binding of bovine 14-3-3 zeta to phospho-Bad peptide | P63103 | hit rate 0.71% among 220,000 | TR-FRET 14-3-3zeta/Dy647-pBad peptide displacement, 1 h | inhibition, % at 21.7 µM | AID 781;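 active means inhibition above about 70%, limit read from the data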;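 further: 0% = full 14-3-3 plus peptide FRET controls and 100% = background without 14-3-3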
Target sequence (P63103 whole entry, looked up): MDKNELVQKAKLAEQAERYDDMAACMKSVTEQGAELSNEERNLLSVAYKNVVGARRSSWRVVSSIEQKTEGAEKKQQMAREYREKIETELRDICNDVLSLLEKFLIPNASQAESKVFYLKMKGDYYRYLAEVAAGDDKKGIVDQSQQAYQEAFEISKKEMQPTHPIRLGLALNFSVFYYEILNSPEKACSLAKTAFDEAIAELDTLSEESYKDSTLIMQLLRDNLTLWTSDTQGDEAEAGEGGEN
EBV gp42 inh: blocks Epstein-Barr virus glycoprotein 42 binding; Q1HVG2; Fluorescence polarization binding assay, mP read-out; inhibition, % (tested at 21.74 µM); hit rate 0.42% among 220,000; in the data active means inhibition above about 50%
Target sequence (Q1HVG2 whole entry, looked up): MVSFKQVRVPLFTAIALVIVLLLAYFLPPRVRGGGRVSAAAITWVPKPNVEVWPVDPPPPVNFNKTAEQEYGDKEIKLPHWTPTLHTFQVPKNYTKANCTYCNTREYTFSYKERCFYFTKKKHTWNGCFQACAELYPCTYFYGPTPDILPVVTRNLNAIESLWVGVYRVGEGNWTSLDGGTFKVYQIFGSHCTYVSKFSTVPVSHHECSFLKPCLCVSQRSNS
KCC2 mod: KCC2 (human) Cl- transport modulation. KCC2 cells, thallium flux FluoZin-2 fluorescence. B-score of Tl+ flux slope (higher = more flux/activation; lower = inhibition) at 10 µM. hit rate 2.2% among 190,000. AID 1456;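 active means thallium flux slope and its plate-corrected score both differing from the plate sample mean at a set confidence after two filtering rounds, in either direction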;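 further: slope of fluorescence scaled to starting intensity during 10 to 20 s after thallium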
* hit, by the source's call; / = no result given; [ ] = another dose, or the depositor's remark.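 How the source made its calls, unless noted: active means inhibition above about 30% (limit read from the data); inactive means the rest.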

Keys – A = Thrombin inh; B = NCF1 inh; C = KLK5 inh; D = eIF4E-4G inh; E = Furin inh; F = Rad51 HR inh; G = 14-3-3 Bad PPI; H = EBV gp42 inh; I = KCC2 mod
Molecule: O=C(CNC(=O)c1cccc(OC(F)F)c1)OCC(=O)c1ccccc1
  A: 3; B: -4; C: 5; D: 2; E: -11; F: 1; G: -20; H: -8; I: -0.46

Molecule: O=S(=O)(c1ccc(S(=O)(=O)N2CCCN(Cc3ccccc3)C2)cc1)N1CCCCCC1
  A: -8; B: -13; C: 2; D: -11; E: -26; F: -1; G: -18; H: -41; I: -0.018

Molecule: CCOc1ccc(C(=O)N2CCN(C(=O)c3ccco3)CC2)cc1OCC
  A: 1; B: -8; C: -1; D: 8[fluorescence artefact?]; E: -3[20 µM]; F: 3; G: -6; H: 7; I: /

Molecule: O=C1CCCc2c1[nH]c1ccc(Br)cc21
  A: 2; B: -6; C: 4; D: -1; E: -16; F: 2; G: 8; H: 3; I: 0.18

Molecule: S=C(NCCc1ccccc1)Nc1ccc(Br)cc1
  A: -6; B: -14; C: -8; D: 4; E: -16; F: 0; G: -4; H: 0; I: -1.2

Molecule: Cc1csc(NC(=O)CCNC(=O)c2ccc([N+](=O)[O-])cc2)n1
  A: -6; B: -4; C: 1; D: 2; E: -18; F: -1; G: -7; H: -13; I: 0.72

Molecule: COCCOCC(O)CN1CCN(c2ccccc2)CC1 (stereo unspecified)
  A: 2; B: -17; C: -19; D: 1; E: -11; F: 1; G: 37[fluorescence artefact?]; H: 3; I: -0.03

Molecule: CCN(CC(=O)NCCc1ccccc1)S(=O)(=O)c1ccc(Br)cc1
  A: -9; B: -3; C: -6; D: -3; E: -14[20 µM]; F: -5; G: -2; H: -3; I: /

Molecule: O=C(NCc1cccnc1)c1ccc(COc2ccccc2Cl)o1
  A: 1; B: -4; C: 0; D: 4; E: -20; F: 0; G: -6; H: -22; I: -2

Molecule: COc1ccc(C(=O)NNC(=O)Nc2ccc(C)cc2)cc1
  A: -7; B: 12; C: -13; D: 1; E: 1; F: /; G: 4; H: 2; I: 0.16

Molecule: CC(=O)Nc1ccc(C(=O)Nc2nc(-c3cccnc3)cs2)cc1
  A: -3; B: 3; C: -5; D: 3; E: -20; F: 3; G: 28; H: -13; I: -0.65

Molecule: O=c1c2cnn(-c3ccccc3)c2ncn1CCc1ccccc1
  A: -6; B: -7; C: -10; D: 3; E: -7; F: /; G: 0; H: 11; I: -0.74

Molecule: O=C(NC(Cc1ccccc1)C(=O)NCc1ccccn1)c1ccco1 (stereo unspecified)
  A: -10; B: -4; C: -15; D: -2[fluorescence artefact?]; E: -24[20 µM]; F: 3; G: -3; H: -8; I: 1.8

Molecule: O=C(O)c1ccccc1C(=O)Nc1ccc(-n2nc(C(F)(F)F)cc2C(F)(F)F)cc1
  A: -3; B: 4; C: -3; D: -2; E: -12; F: 0; G: 1; H: -6; I: 0.6

Molecule: O=C(c1ccc(COc2ccc3ccccc3c2)o1)N1N=C(C(F)F)CC1(O)C(F)F (stereo unspecified)
  A: 3; B: -11; C: 2; D: 5; E: 5[20 µM]; F: 2; G: 5; H: -3; I: -0.93

Another view of some results above.
O=C(CNC(=O)c1cccc(OC(F)F)c1)OCC(=O)c1ccccc1
  Thrombin inh: 3	NCF1 inh: -4	KLK5 inh: 5	eIF4E-4G inh: 2	Furin inh: -11	Rad51 HR inh: 1	14-3-3 Bad PPI: -20	EBV gp42 inh: -8	KCC2 mod: -0.46
O=S(=O)(c1ccc(S(=O)(=O)N2CCCN(Cc3ccccc3)C2)cc1)N1CCCCCC1
  Thrombin inh: -8	NCF1 inh: -13	KLK5 inh: 2	eIF4E-4G inh: -11	Furin inh: -26	Rad51 HR inh: -1	14-3-3 Bad PPI: -18	EBV gp42 inh: -41	KCC2 mod: -0.018
CCOc1ccc(C(=O)N2CCN(C(=O)c3ccco3)CC2)cc1OCC
  Thrombin inh: 1	NCF1 inh: -8	KLK5 inh: -1	eIF4E-4G inh: 8[fluorescence artefact?]	Furin inh: -3[20 µM]	Rad51 HR inh: 3	14-3-3 Bad PPI: -6	EBV gp42 inh: 7	KCC2 mod: /

Next results
Keys – A = Thrombin inh; B = NCF1 inh; C = KLK5 inh; D = eIF4E-4G inh; E = Furin inh; F = Rad51 HR inh; G = 14-3-3 Bad PPI; H = EBV gp42 inh; I = KCC2 mod
Molecule: COc1ccc(-c2ccc(-c3noc(-c4ccccc4C)n3)c(OC)n2)cc1
  A: -7; B: -129; C: -8; D: -4; E: -13; F: -1; G: -10; H: -42; I: /

Molecule: Cc1ccc(CCNC(=O)CCNS(=O)(=O)c2ccc3c(c2)c(=O)n(C)c(=O)n3C)cc1
  A: -3; B: -13; C: 3; D: 1[fluorescence artefact?]; E: -1; F: 4; G: -1; H: -10; I: -0.18

Molecule: CCC(=O)Nc1nc2nc(-c3ccccc3)cc(-c3ccccc3)n2n1
  A: 2; B: -14; C: -35; D: 7; E: -25; F: /; G: 6; H: 5; I: 0.16

Molecule: COc1ccc(/C=C2\SC(=S)N(NC(=O)c3ccncc3)C2=O)cc1OC
  A: 3; B: -26; C: -8; D: 3; E: -18; F: -69; G: -2; H: -29; I: -0.34

Molecule: Cc1cccnc1NC(=O)c1ccc([N+](=O)[O-])o1
  A: -6; B: -17; C: -7; D: 1; E: -12; F: 2; G: -3[fluorescence artefact?]; H: 8; I: -0.022

Molecule: CCCCn1c(Cl)nc2c1c(=O)n(C)c(=O)n2C
  A: -1; B: -2; C: 0; D: 7; E: -26; F: 3; G: 15; H: -17; I: -0.42

Molecule: CCSc1nnc(-c2ccccc2SC)o1
  A: 12; B: 2; C: -6; D: -3; E: -22; F: 0; G: -10; H: -5; I: 0.026

Molecule: O=C(COC(=O)C(O)C(O)C(=O)OCC(=O)c1ccc(C(F)(F)F)cc1)c1ccc(C(F)(F)F)cc1 (stereo unspecified)
  A: -4; B: 1; C: -3; D: 1; E: -15; F: 8; G: 5; H: -20; I: 0.67

Molecule: Cc1ccnc(SCC(=O)c2cc3ccccc3o2)n1
  A: -5; B: 4; C: 7; D: 2; E: -24; F: -11; G: -2; H: -17; I: -2.1

Molecule: COc1ccc(OC)c(C2C(C(=O)N(C)C)=C(C)Nc3nc4ccccc4n32)c1 (stereo unspecified)
  A: 5; B: -4; C: 1; D: 1; E: -17; F: 0; G: 1; H: -34; I: 0.26

Molecule: O=C(CCCCn1c(=O)c2ccccc2n(Cc2ccc(Cl)cc2)c1=O)NCc1ccco1
  A: 2; B: 1; C: -14; D: -6; E: -14[20 µM]; F: -4; G: -4; H: -5; I: -1.1

Molecule: COc1ccc(Br)cc1-c1nc(C)c(C(C)=O)n1O
  A: 6; B: -12; C: 6; D: 5; E: -14[20 µM]; F: /; G: 2; H: -28; I: -0.61

Molecule: CC(=O)NC(CSc1cc(C)nc2ccc(Br)cc12)C(=O)O (stereo unspecified)
  A: -6; B: -3; C: -2; D: 5; E: -2; F: -8; G: -4; H: 6; I: 0.64

Molecule: Cc1ccc(CN2CCc3c(OCC(=O)Nc4cccc(C)c4C)cccc3C2=O)cc1
  A: -10; B: -18; C: -12; D: -6; E: -14; F: 6; G: -5[fluorescence artefact?]; H: -9; I: -0.45

Molecule: O=c1c2ccccc2nc(/C=C/c2ccc([N+](=O)[O-])o2)n1CCCO
  A: 6; B: 35*; C: -8; D: 7[fluorescence artefact?]; E: -8[20 µM]; F: -1; G: -5[fluorescence artefact?]; H: -21; I: /

Molecule: CCN(CC)c1cc(-c2ccccc2)ncn1
  A: -11; B: -4; C: -4; D: 5; E: -10; F: 9; G: 20; H: -2; I: 0.21

Molecule: Cc1ccc2cc(C3CC(c4cccs4)=NN3S(C)(=O)=O)c(Cl)nc2c1 (stereo unspecified)
  A: -2; B: -173; C: -5; D: -4; E: -16; F: 11; G: 4; H: -2; I: -0.72

Molecule: CCn1nccc1C(=O)NC1=C(C#N)CCC1
  A: -6; B: 11; C: 2; D: -5; E: -20[20 µM]; F: 9; G: -5[fluorescence artefact?]; H: -3; I: 0.41

Molecule: COCCOC(=O)C1=C(N)OC2=C(C(=O)CC(C)(C)C2)C1c1ccncc1 (stereo unspecified)
  A: -1; B: 2; C: -2; D: 1; E: -12; F: -5; G: -8; H: 0; I: 1.2

Molecule: O=S(=O)(c1cccc2cccnc12)N1CCOCC1
  A: -5; B: 11; C: 6; D: 1; E: -5[20 µM]; F: 3; G: -6; H: -6; I: -0.13

Molecule: COc1ccc([N+](=O)[O-])c(S(=O)(=O)c2ccccc2)n1
  A: 1; B: -1; C: -5; D: 3; E: -15; F: 3; G: -2; H: -10; I: -3.9

Molecule: O=C(Nc1ccc(N2CCOCC2)cc1)Nc1ccc2nc(-c3ccco3)c(-c3ccco3)nc2c1
  A: 8; B: -26; C: 5; D: -15; E: -7[20 µM]; F: 1; G: 4; H: -9; I: -0.82

Molecule: Cc1ccc(OCC(=O)c2cc(C)n(C)c2C)c([N+](=O)[O-])n1
  A: -9; B: -9; C: -19; D: -7[fluorescence artefact?]; E: -6; F: 0; G: -15; H: -6; I: -0.11

Molecule: Cc1[nH]ccc(=O)c1OCC(=O)O
  A: -2; B: -10; C: -2; D: 0; E: -14; F: 4; G: 0; H: -4; I: 0.075

Molecule: Cc1c(CN(C)C(=O)CSc2nc(-c3ccco3)cc(C(F)(F)F)n2)cnn1C
  A: -4; B: 1; C: 3; D: 2[fluorescence artefact?]; E: -3; F: 4; G: -1[fluorescence artefact?]; H: -6; I: 0.25

Molecule: O=C(CCCO)N/N=C/c1cc(Br)ccc1O
  A: -12; B: -4; C: -42; D: 3[fluorescence artefact?]; E: -17; F: /; G: -3; H: -12; I: -0.078

Molecule: Cc1ccc(-n2cc(CNCC3CC(=O)N(C4CC4)C3)c(-c3cccc(C)c3)n2)cc1 (stereo unspecified)
  A: 2; B: -5; C: /; D: 0; E: -33; F: /; G: -2; H: 3; I: -0.68

Molecule: COc1ccccc1OCCn1cc(C#N)c2ccccc21
  A: 0; B: 1; C: -7; D: 2; E: -14[20 µM]; F: 2; G: -6; H: -12; I: -0.016

Molecule: O=C(N/N=C/c1cccc(C(F)(F)F)c1)C1CCN(c2ncc(C(F)(F)F)cc2Cl)CC1
  A: -4; B: 4; C: -9; D: -3; E: -26[20 µM]; F: -5; G: -4; H: -10; I: 0.61

Molecule: CCOc1ccc(S(=O)(=O)Nc2nc3cc(OC)ccc3s2)cc1
  A: -2; B: -16; C: -16; D: -5[fluorescence artefact?]; E: -3[20 µM]; F: -7; G: -4; H: -24; I: -0.63

Molecule: CCCn1c(SCc2nc(N)nc(N3CCCCC3)n2)nc2c1c(=O)n(C)c(=O)n2C
  A: -8; B: 4; C: -2; D: -1; E: -5; F: -1; G: -13; H: 8; I: /

Molecule: Cc1ccc(S(=O)(=O)C2C(=O)NC3(C)CC2c2ccccc2O3)cc1 (stereo unspecified)
  A: -14; B: 3; C: -6; D: 1; E: -20; F: 1; G: 10; H: -1; I: -0.32

Molecule: C=CCc1c(C)nc(C)nc1N/N=C/c1ccc(N(C)C)cc1
  A: -3; B: -11; C: 4; D: -1[fluorescence artefact?]; E: -10[20 µM]; F: 7; G: 9[fluorescence artefact?]; H: -13; I: /

Molecule: O=C(Nc1cccc2c1C(=O)NC2=O)c1ccc(N2C(=O)CCC2=O)cc1
  A: 2; B: -16; C: -3; D: 5; E: -20; F: 21; G: -10; H: -2; I: 0.077

Molecule: O=C(CSc1nnc(-c2ccncc2)n1Cc1ccccc1)NCCc1ccccc1
  A: 1; B: -18; C: -4; D: -1[fluorescence artefact?]; E: -4[20 µM]; F: -3; G: 4; H: 11; I: -1.1

Molecule: CC(NC(=O)Nc1nnc(C(F)(F)F)s1)(C(F)(F)F)C(F)(F)F
  A: 3; B: -26; C: -1; D: 5; E: -13; F: 14; G: 0; H: 1; I: /
